Screens from PubChem BioAssay.
PV pol inh: poliovirus RNA polymerase inhibition | P03300 | poliovirus polymerase elongation, fluorescence polarization; hits give low values | % elongation, % (compound at 16.7 µg/mL) | 150,000 compounds, 0.66% hits; in the data active means % elongation below about 90%; further: some results filed as inactive read as strong as hits
Target sequence (P03300 1749-2209 limits assumed): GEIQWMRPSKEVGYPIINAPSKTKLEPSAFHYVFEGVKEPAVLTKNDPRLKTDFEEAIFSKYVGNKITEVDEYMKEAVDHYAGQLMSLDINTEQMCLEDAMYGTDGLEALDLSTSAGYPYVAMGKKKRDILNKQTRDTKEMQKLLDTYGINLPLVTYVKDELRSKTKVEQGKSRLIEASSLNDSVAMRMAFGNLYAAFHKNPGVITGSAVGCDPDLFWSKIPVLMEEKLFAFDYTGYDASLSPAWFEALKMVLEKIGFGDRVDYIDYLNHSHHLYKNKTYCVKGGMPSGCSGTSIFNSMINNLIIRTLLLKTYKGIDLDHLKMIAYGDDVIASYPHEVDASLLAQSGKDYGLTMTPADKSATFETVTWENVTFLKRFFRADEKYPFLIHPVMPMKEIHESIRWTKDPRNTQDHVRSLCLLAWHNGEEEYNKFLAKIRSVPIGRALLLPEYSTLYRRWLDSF
PV pol inh FP z-score: further read-out of PV pol inh, marked with its call; z-score; measured here: FP z-score; hits read low
* hit, by the source's call; & = joins results of further samples.

SMILES,PV pol inh,PV pol inh FP z-score
COc1cc(-c2nnc(SCCOc3ccc(Cl)cc3C)o2)cc(OC)c1OC,104,-0.4
O=C(COc1ccc2c(C(F)(F)F)cc(=O)oc2c1)N1CCc2ccccc21,103,0.3
O=C1CC(=O)N(Cc2ccc(F)cc2)C(=O)N1,98,-0.6
Cc1cn2c(nc1=O)OC1CC2OC1CO (stereo not drawn),103,0.5
COC(=O)C1CSCN1 (stereo not drawn),103,0.5
CCCCNC(=O)c1sc2nc3n(c(=O)c2c1C)CCC3,101,-0.3
Cc1nnc(SCC(=O)N/N=C/c2cccc3cccnc23)n1-c1ccccc1,101,0.3
O=C(NCc1n[nH]c(=O)c2ccccc12)NC1CCCCC1,108,0.3
CC(C)(C)C1CCC(OC(=O)c2ccco2)CC1 (stereo not drawn),101,-0.1
Oc1cccnc1CCc1ccccc1,100,0.1
Cc1cccc(NC(=O)COc2ccc(-c3nn(C)c(=O)c4ccccc34)cc2)c1,104,0.1
Cc1cc(NC(=O)c2ccc(C#N)cc2)n(-c2ccccn2)n1,106,0.7

Single records, from the list above. Order of screens: PV pol inh | PV pol inh FP z-score
COC(=O)C1CSCN1 (stereo not drawn) as listed: 103 | 0.5
O=C(NCc1n[nH]c(=O)c2ccccc12)NC1CCCCC1 as listed: 108 | 0.3

Carrying on:
SMILES,PV pol inh,PV pol inh FP z-score
COc1ccccc1/C=C(\C#N)c1ccc(C)cc1,102,-0.3
OC(COCc1ccccc1)CN1CCCC1 (stereo not drawn),103,0.3
O=C(NCc1ccccn1)c1nnc(-c2cccnc2)o1,106,1.7
CCCNC(=O)c1c(O)c2ccccc2n(C)c1=O,102,0.2
CCN(CC)S(=O)(=O)c1ccc(OC)c(NC(=O)c2sc3ccccc3c2Cl)c1,107,0.5
CC1=C(C(=O)c2ccccc2)CC(C(=O)c2ccccc2)=C(C)N1,103,-0.2
Cc1cc(OC(=O)N(C)C)nc(SCc2c(F)cccc2Cl)n1,103,0.3
CCOc1ccc(C(=O)NC(CC)CC)cc1OCC,103,0.6
N#Cc1ccc(-c2ccncc2)nc1SCC(N)=O,106,0.4
Cc1ccc(N2C(=O)CS(=O)(=O)C23C(=O)Nc2ccccc23)cc1C (stereo not drawn),102,-0.8
CCNc1nc(NCC)nc(OCCOC(C)=O)n1,104,0.8
O=C(NCc1ccc2c(c1)CCN2C(=O)c1ccncc1)c1cccc(Cl)c1,109,0.5

Additional results follow.
SMILES,PV pol inh,PV pol inh FP z-score
Cc1cc(C(=O)CN(C)c2ccccc2)c(C)n1-c1c(C)n(C)n(-c2ccccc2)c1=O,103,0.2
COc1cccc(NCc2nnc(SCC(=O)c3ccc(Cl)s3)n2C2CCCCC2)c1,106,0.3
CCc1ccc(NC(=O)N2CCC(c3ccccc3)C2)cc1 (stereo not drawn),104,1.2
O=S(=O)(c1ccc(Cl)cc1)N1CCN(Cn2nnc(-c3ccccc3)n2)CC1,111,0.3
O=c1c(-c2cc(-c3ccccc3)nc3c2COc2ccc(Cl)cc2-3)coc2ccccc12,103,-0.6
COc1ccc(S(=O)(=O)NCc2cccs2)cc1C(C)(C)C,100,-0.5
CCn1c(=O)c2cc(C(=O)NC3CCC(C)CC3)sc2c2ccccc21 (stereo not drawn),99,-0.5
COc1cccc(N2C(=O)C(CC(=O)Nc3cccc(F)c3)N(C3CCCC3)C2=O)c1 (stereo not drawn),104,-0.8
Cc1ccc(S(N)(=O)=O)cc1C(=O)NC1CCCCC1,102,-0.3
CCOC(=O)c1ccc(NC(=O)c2ccc3c(c2)c(C)c(C)n3Cc2ccc(F)cc2)cc1,110,0.7
CCN(C(=O)CSc1nc2ccccc2n1Cc1ccc(F)cc1Cl)c1ccccc1,105,-0.1
O=S1(=O)N=C(Nc2ccc(N3CCCCC3)c(Cl)c2)c2ccccc21,100,-0.2

Rewritten with each value named: entries from further up.
CCn1c(=O)c2cc(C(=O)NC3CCC(C)CC3)sc2c2ccccc21 (stereo not drawn)
- PV pol inh: 99
- PV pol inh FP z-score: -0.5
COc1cccc(N2C(=O)C(CC(=O)Nc3cccc(F)c3)N(C3CCCC3)C2=O)c1 (stereo not drawn)
- PV pol inh: 104
- PV pol inh FP z-score: -0.8
Cc1ccc(S(N)(=O)=O)cc1C(=O)NC1CCCCC1
- PV pol inh: 102
- PV pol inh FP z-score: -0.3
CCOC(=O)c1ccc(NC(=O)c2ccc3c(c2)c(C)c(C)n3Cc2ccc(F)cc2)cc1
- PV pol inh: 110
- PV pol inh FP z-score: 0.7

(next part)
SMILES,PV pol inh,PV pol inh FP z-score
Oc1ccc(/C=N/N2CCOCC2)cc1,105,0.2
CCCNc1ccccc1N,101,-0.1
CCC(Sc1nc2ncccc2o1)C(=O)NCc1ccc(C)cc1 (stereo not drawn),100,-0.9
O=C(NC1CCCCC1)C1CCC(CNS(=O)(=O)c2ccccc2)CC1 (stereo not drawn),103,0.5
Cc1cccc(CNCc2ccc3c(c2)OCO3)c1,103,0.9
COc1ccccc1OCCCn1c(C2CC(=O)N(c3ccc(F)cc3)C2)nc2ccccc21 (stereo not drawn),113,1.1
O=C(COc1ccc(Cl)cc1)N1CCN=C1SCc1cccnc1,104,1.5
O=C(NCc1ccccc1F)c1cccc(N2C(=O)CCC2=O)c1,99,-0.4
COc1ccc(Cc2nc3ccccc3n2Cc2ccccc2)cc1,103,0.3
C=CCN(c1ccccc1)S(=O)(=O)c1ccc2c(c1)CC(C)N2C(=O)C1CC1 (stereo not drawn),104,0.8
Cc1cc(=O)[nH]c2nnc(SCC(=O)Nc3ccc(OC(F)(F)F)cc3)n12,100,-1.5
CC1CCN(CCC(=O)Nc2ccccc2F)CC1,109,0.7

Next section:
SMILES,PV pol inh,PV pol inh FP z-score
O=C(Nc1ccc(F)cc1F)c1cc(S(=O)(=O)N2CCCCC2)c[nH]1,101,-1.1
Cc1ccc(C(=O)c2ccc(CC(=O)O)n2C)cc1,102&99,0.3&0
Cc1ccc(C(C)C)c(OCC(=O)Nc2ccc(S(=O)(=O)Nc3onc(C)c3C)cc2)c1,96,-1
Cc1ccccc1-n1c2nc(=O)[nH]c(=O)c-2cc2c(Cl)cccc21,105,0.4
CCC(NC(C)=O)c1ccccc1 (stereo not drawn),100,-0.6
CNC(=S)NCc1cccnc1,101,0.1
Oc1ccccc1Oc1c(F)c(F)nc(N2CCOCC2)c1F,102,0.1
CCc1cccc(C)c1Nc1c(-c2ccc(N(C)C)cc2)nc2cnccn12,115,3.2
CCc1ccccc1NC(=O)N1Cc2ccccc2-n2cccc2C12CCN(C(C)=O)CC2,101,-0.2
CCc1ccc(NC(=O)N2CCOc3ccc(Cl)cc32)cc1,112,0.8
Cc1cc(NCCC#N)ccc1Cl,100,-0.3
COc1cccc(NC(=O)C2CCCN(S(=O)(=O)c3cn(C(C)C)cn3)C2)c1 (stereo not drawn),107,0.2

Following part:
SMILES,PV pol inh,PV pol inh FP z-score
O=C(Nc1c(C(=O)N2CCCC2)oc2ccccc12)C1CCCCC1,101,-0.1
CCn1cc(C(=O)NCc2ccc(C)cc2)c(=O)c2cc(S(=O)(=O)N3CCc4ccccc4C3)ccc21,103,-0.3
COC(=O)c1ccc[nH]c1=S,100,-0.7
O=C1C(NS(=O)(=O)c2ccccc2)=C/C(=N\S(=O)(=O)c2ccc(F)cc2)c2ccccc21,78*,-6.1*
O=C(CCC(=O)c1ccc2c(c1)OCCCO2)OCc1nc2ccccc2o1,100,-0.6
CCCNc1nc(Cl)nc(NCC(=O)OCC)n1,99,-0.4
C/C(N)=C(/C#N)C(=O)CSc1cccc(C(F)(F)F)c1,104,0
Cc1cc2cc(CNC(=O)C34CC5CC(CC(C5)C3)C4)ccc2[nH]1,100,-0.7
CC(C)N(C(=O)COc1ncnc2ccc(Br)cc12)C(C)C,102,0
CCCCc1nnc(NC(=O)Nc2ccc(C)cc2)s1,102,0.2
CC(C)OC(=O)CSc1nnc(-c2ccc(N(C)C)cc2)o1,102,0
Cn1ccnc1Sc1cnc(=S)[nH]c1-c1ccc(Cl)cc1,98,-0.7

Next section.
SMILES,PV pol inh,PV pol inh FP z-score
Cc1ccc(-c2nc(C)c(CCNC(=O)c3ccccc3Br)s2)cc1,112,1.1
N#Cc1ccccc1NC(=O)CN1CCCC1,104,1
Cc1ccc(C(=O)NCCn2ccc3ccccc32)cc1,99,-0.7
CN(CC(=O)Nc1ccc(SC(F)F)cc1)C1CCCCC1,105,0.4
O=C(COc1ccccc1)N1CCN(c2ncccn2)CC1,104,0.2
CCOC(=O)c1ccc(N=C2NC(=O)/C(=C/c3ccc(N4CCOCC4)cc3)S2)cc1,100,-0.8
O=C1CCCC2=C1C(c1ccccc1)CC(=O)N2c1ccc(F)cc1 (stereo not drawn),102,-0.2
CCc1noc(C)c1C(=O)N1CCc2ccccc21,103,0.1
Cc1ccc2c(c1)-c1onc(C(=O)N3CCN(c4cc(C)ccc4C)CC3)c1CO2,110,0.8
Cc1ccc(N2CCN(/N=C\C=C\c3ccccc3)CC2)cc1,100,-0.2
O=C(NCC1CCC(C(=O)Nc2ccc3c(c2)OCO3)CC1)c1ccc(=O)[nH]c1 (stereo not drawn),101,-0.2
Cc1nn(C)c2c1c(C(F)(F)F)cc(=O)n2C(C)C(=O)NCc1ccccc1Cl (stereo not drawn),103,-0.7

Next part:
SMILES,PV pol inh,PV pol inh FP z-score
CCOc1ccccc1CNC(=O)C(C)n1ncn2cccc2c1=O (stereo not drawn),103,0.7
CCc1cccc(NC(=O)c2cccc3c2C(=O)N(C2CCCCC2)C3)c1,111,1.1
CN(C)S(=O)(=O)c1ccc2c(c1)N(CC(=O)N1CCN(c3ccccc3F)CC1)CCS2,105,-0.5
CCOC(=O)c1c(S(=O)(=O)NCC(=O)N2CCN(c3cccc(Cl)c3)CC2)c(C)n(C)c1C,99,-1.1
O=c1[nH]c(CSc2ccccn2)nc2c1oc1ccccc12,103,0.4
COc1ccc(CNC(=O)CCCn2nc(C)c3c(C)n(-c4ccc(C)cc4)nc3c2=O)cc1OC,107,-0.2
NC(=O)c1ccc(C(=O)c2ccccc2)cc1,106,0.5
Cc1ccc(S(=O)(=O)Nc2ccc3nc(-c4cccc(Cl)c4)oc3c2)cc1,109,0.2
Cc1onc(-c2c(Cl)cccc2Cl)c1C(=O)NCC(C)(C)C,105,0.8
CC(C)(C)OC(=O)N1CCN(C(=O)C2CCN(c3nccc(C(F)(F)F)n3)CC2)CC1,100,-0.4
O=C(CC1SC(=Nc2ccc(O)cc2)NC1=O)c1ccc(F)cc1 (stereo not drawn),103,0.2
CCNC(=O)N(C)Cc1nc(-c2cccc(C)c2)no1,103,0.7

Other records:
SMILES,PV pol inh,PV pol inh FP z-score
CCn1nc(C(=O)Nc2ccc(F)cc2C)c2ccccc2c1=O,96,-1
O=C(CN1CCC(n2nnc3cc(F)ccc32)CC1)N1CCCc2ccccc21,102,0.1
CC(=O)N[C@@H](CC(C)C)C(=O)O,100&99,0&-0.2
O=C(NCCCN1CCN(c2ccc(F)cc2)CC1)c1sc2ncccc2c1-n1cccc1,104,-0.6
COc1ccc(N2CCSC2C(=O)NN)cc1 (stereo not drawn),102,0.6
O=C(Nc1ccccc1)c1cccc(I)c1,100,0
Cc1ccc(C)n1CCN(C(C)C)C(C)C,105,0.6
CCCCn1c(=O)nc2n(-c3ccc(Br)cc3)c3ccccc3cc-2c1=O,109,0.7
O=C(CSc1ccccc1)Oc1ccc2c(c1)OCO2,103,0
CC1CC(C(F)(F)F)n2nc(C(=O)O)cc2N1 (stereo not drawn),110,0.8
CCN(CC)C(=O)C1=C(C)Nc2nc3ccccc3n2C1c1cccc(Cl)c1 (stereo not drawn),104,-0.4
CCN(CC)Cc1cc(C2N(C(C)=O)c3cccc4cccc(c34)N2C(C)=O)ccc1O,103,0.2

(next part)
SMILES,PV pol inh,PV pol inh FP z-score
Cc1cccc(CCNC(=O)c2ccc3c(c2)N(Cc2ccccc2F)C(=O)c2ccccc2S3)c1,102,-0.6
O=C(O)c1ccc(CSc2nc(-c3ccccc3)cc(C(F)(F)F)n2)o1,101,0
CCOC(=O)c1c(N)n(CCO)c2nc3ccccc3nc12,102,-0.3
COc1ccc(NCc2cc3ccccc3[nH]c2=O)cc1,110,1.1
COc1ccc(-c2nn(-c3ccccc3)cc2C=Nc2ccc(O)cc2)cc1,103,0.6
Cc1ccc(S(=O)(=O)N(CCC(N)=O)c2ccccc2)cc1,101,-0.2
Cn1c(=O)c2c(ncn2CC(=O)Nc2cccc(Cl)c2Cl)n(C)c1=O,104,0.2
O=C(NN=C1CCCCC1)NC1CCCCC1,104,0
Cc1oc2c(C)c3oc(=O)c(CC(=O)N4CCCCC4)c(C)c3cc2c1C,107,-0.3
Cc1ccc2c(c1)c1c(c(=O)n(-c3ccccc3)c(=O)n1CC(=O)c1ccccc1)n2C,102,0.1
CC1CCN(S(=O)(=O)c2ccc3c(c2)CCN3C(=O)Nc2ccccc2)CC1,101,-0.5
COC(=O)c1ccc(NC(=O)CSc2nc(=O)cc(N)n2CCc2ccccc2)cc1,107,0.5
O=C(O)Cc1ccc(-n2c(-c3ccncc3)n[nH]c2=S)cc1,103,0.5
CC(C)(C)NC(=O)CSc1nc2ccccc2nc1SCC(=O)NC(C)(C)C,104,0.1

Some of the compounds tested, so the mix of outcomes need not match the whole.
